EP2 mod: modulates human prostaglandin E2 receptor EP2 signaling. P43116. EP2-expressing cells, cAMP HTRF FRET, PGE2 co-stimulation. induction, % at 25 µM. hit rate 0.83% among 260,000. AID 940;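 active means compounds whose cAMP rise, as percent of the full-agonist control response, exceeds 60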;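 further: rat C6 glioma line stably carrying human EP2 under a CMV promoter; the protocol text gives 20 µM as final concentration; 100% = response of wells given 1 µM PGE2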
Target sequence (P43116 whole entry, looked up): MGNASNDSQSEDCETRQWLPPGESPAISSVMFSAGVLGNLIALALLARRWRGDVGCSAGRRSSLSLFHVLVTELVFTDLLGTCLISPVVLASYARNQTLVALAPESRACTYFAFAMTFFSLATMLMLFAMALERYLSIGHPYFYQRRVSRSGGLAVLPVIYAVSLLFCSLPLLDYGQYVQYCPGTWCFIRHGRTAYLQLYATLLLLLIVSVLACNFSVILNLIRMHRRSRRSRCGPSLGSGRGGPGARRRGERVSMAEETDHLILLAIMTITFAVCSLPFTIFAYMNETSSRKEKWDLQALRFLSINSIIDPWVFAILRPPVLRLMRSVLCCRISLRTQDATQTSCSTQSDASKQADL
Ba/F3 V617F tox: reduce viability of Ba/F3 cells dependent on JAK2V617F | Ba/F3 EpoR-JAK2V617F viability, ATP luminescence | hit rate 1.1% among 220,000 | inhibition, % at 5.6 µM | AID 1446;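 active means inhibition above the campaign mean plus 3 SD over all tested compounds, cut at about 24% in these data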;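 further: cytokine-independent growth of Ba/F3 cells driven by EpoR plus mutant JAK2; 0% = DMSO-treated cells and 100% = JAK inhibitor I control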
S1P4 antag: blocks the human S1P4 receptor; O95977; S1P4-expressing cells, antagonist mode, reporter read-out; inhibition, % at 4.98 µM; hit rate 0.26% among 220,000; AID 1510; in the data active means inhibition above about 29%;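 further: 0% = wells stimulated with agonist and 100% = vehicle wells without agonist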
TRPML3 ag: activates the human TRPML3 channel; Q8TDD5; HEK293 TRPML3-YFP, Fluo-8 calcium fluorescence; 100% = the carbachol control signal; activation, % at 3 µM; hit rate 0.29% among 220,000;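 active means activation above its plate's cutoff, the mean activation of the plate's test wells plus 3 SD, cut at about 12% in these data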;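 further: 0% = DMSO only wells and 100% = carbachol wells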
Target sequence (Q8TDD5 whole entry, looked up): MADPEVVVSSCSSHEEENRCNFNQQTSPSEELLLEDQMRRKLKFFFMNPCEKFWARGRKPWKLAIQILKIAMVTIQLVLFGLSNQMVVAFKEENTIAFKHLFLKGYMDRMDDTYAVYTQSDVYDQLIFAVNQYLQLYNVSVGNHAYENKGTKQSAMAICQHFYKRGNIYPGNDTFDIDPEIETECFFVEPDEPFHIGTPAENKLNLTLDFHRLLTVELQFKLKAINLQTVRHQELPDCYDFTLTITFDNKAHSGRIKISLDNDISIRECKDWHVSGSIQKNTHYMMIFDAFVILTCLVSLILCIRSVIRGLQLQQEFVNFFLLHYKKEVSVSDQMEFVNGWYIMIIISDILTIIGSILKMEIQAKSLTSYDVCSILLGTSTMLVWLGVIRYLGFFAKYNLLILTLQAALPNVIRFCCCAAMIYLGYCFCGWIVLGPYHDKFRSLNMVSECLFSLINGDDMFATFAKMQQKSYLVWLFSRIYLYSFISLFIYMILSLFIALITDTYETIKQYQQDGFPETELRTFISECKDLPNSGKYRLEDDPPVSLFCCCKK
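Material: HEK293 cells stably carrying human TRPML3-YFP; compound dosing: single dose, 3 µM final nominal compound, 0.3% DMSO final; incubation: 1-h 37 °C dye load, 5-s basal, 120-s post-compound reads; technique: Fluo-8 intracellular calcium fluorescence, excitation 470-495 nm, emission 515-575 nm; read-out basis: percent activation from peak-to-basal fluorescence ratio, scaled between DMSO and carbachol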
m-calpain inh: calpain II (pig) inhibition. hit rate 0.37% among 220,000. purified calpain II, fluorogenic peptide substrate, 30 min. inhibition, % at 16 µM;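 active means inhibition above about 50%, limit read from the data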
S1P4 agonist: agonists of human S1P4 receptor. S1P4-expressing cell line, agonist reporter assay. activation, % at 4.98 µM. O95977. hit rate 0.35% among 220,000; in the data active means activation above about 11%;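 further: 0% = DMSO vehicle and 100% = reference agonist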
BaF3 parental: reduces parental Ba/F3 cell viability, JAK2V617F counter-screen. CellTiter-Glo ATP luminescence. hit rate 1.1% among 220,000. inhibition, % at 5.6 µM;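 active means inhibition above a per-campaign cutoff, the mean inhibition of all tested compounds plus 3 SD, cut at about 27% in these data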;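 further: 0% = DMSO wells and 100% = JAK Inhibitor I control wells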
PERK inh: inhibitors of human PERK kinase. Q9NZJ5. CHO PERK-DD fusion, SEAP luminescence translation reporter. inhibition, % at 5.6 µM. hit rate 0.17% among 220,000. AID 1416;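 active means inhibition above the mean inhibition of all tested compounds plus 3 SD, set separately per screening campaign, cut at about 2.9% in these data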;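 further: PERK kinase domain activated by AP20187 dimerizer at 100 nM; 0% = DMSO with dimerizer and 100% = rapamycin at 8.4 µM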
TRPN1 ag: agonists of zebrafish TRPN1 channel. HEK293 zebrafish TRPN1-YFP, Fluo-8 calcium fluorescence; 100% = response to 87 µM carbachol. activation, % at 3 µM. hit rate 0.18% among 220,000;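 active means activation above its plate's cutoff, the mean activation of test wells on that plate plus 3 SD, cut at about 19% in these data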;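 further: 0% = DMSO alone and 100% = 87 µM carbachol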
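System: zebrafish TRPN1-YFP in HEK293 cells / Dosing: 3 µM single point / Timing: dye loading 1 h at 37 °C, then 30 min room temperature / Signal: Fluo-8 calcium fluorescence, excitation 470-495 nm, emission 515-575 nm / Read-out basis: percent activation from peak over basal fluorescence ratio, control-normalized / Control set: high carbachol 87 µM, low DMSO alone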
* hit, by the source's call; & = joins results of further samples.

Screening CCCCNC(=O)Cn1nc([N+](=O)[O-])c([N+](=O)[O-])c1C returned EP2 mod 5, Ba/F3 V617F tox -6, S1P4 antag 1, TRPML3 ag 0.6, m-calpain inh -2, S1P4 agonist -1.1, BaF3 parental -5, PERK inh 0.5 and TRPN1 ag -0.6.
For O=C(Nc1ccccc1)C1=C[C@H](c2ccc3c(c2)OCO3)C[C@H](OCCCCO)O1 the results were EP2 mod -20, Ba/F3 V617F tox 7, S1P4 antag -2, TRPML3 ag -0.8, m-calpain inh 0, S1P4 agonist -1.1, BaF3 parental 2, PERK inh 0.4 and TRPN1 ag -0.5.
O=C1CC[C@@H](CN(Cc2ccccc2)Cc2cn[nH]c2-c2cc3ccccc3o2)N1 was read as EP2 mod 8, Ba/F3 V617F tox 0, S1P4 antag 1, TRPML3 ag 0.8, m-calpain inh -5, S1P4 agonist -0.9, BaF3 parental 6, PERK inh 0.6 and TRPN1 ag 0.1.
`Cc1cc(NC(=O)Cn2nc(-c3ccccc3F)ccc2=O)ccc1-n1cnnn1` gave EP2 mod -10&-35, Ba/F3 V617F tox 0, S1P4 antag -1, TRPML3 ag 0.4, m-calpain inh -89, S1P4 agonist 0.8, BaF3 parental 4, PERK inh -0.5 and TRPN1 ag 1.2.
`COC(=O)C1=C(C)N(C)C(=S)NC1c1cc(OC)ccc1OC` (stereo not given) gave EP2 mod 31, Ba/F3 V617F tox -2, S1P4 antag 4, TRPML3 ag -0.1, m-calpain inh -2, S1P4 agonist 0.6, BaF3 parental 3, PERK inh 1.1 and TRPN1 ag -0.5.
Screening FC(F)(F)c1cccc(Cc2noc(CN3C[C@@H]4CCC[C@H]3C4)n2)c1 returned EP2 mod -22, Ba/F3 V617F tox 4, S1P4 antag 9, TRPML3 ag 0.1, m-calpain inh 28, S1P4 agonist -1.1, BaF3 parental 7, PERK inh 1.8 and TRPN1 ag 0.5.
For Cc1c(NP(=O)(c2ccc(Br)cc2)c2ccc(Br)cc2)c(=O)n(-c2ccccc2)n1C the results were EP2 mod -2, Ba/F3 V617F tox -3, S1P4 antag -10, TRPML3 ag 0.4, m-calpain inh -1, S1P4 agonist 0.7, BaF3 parental 4, PERK inh 0.1 and TRPN1 ag -1.5.
Cn1cccc1C(=O)c1cccc([N+](=O)[O-])c1 was read as EP2 mod 25, Ba/F3 V617F tox 2, S1P4 antag -17, TRPML3 ag 0.6, m-calpain inh 28, S1P4 agonist -0.1, BaF3 parental 7, PERK inh 1.8 and TRPN1 ag -1.3.
O=C(Oc1cc(=O)n2ccccc2n1)c1ccccc1 was read as EP2 mod 40, Ba/F3 V617F tox 0, S1P4 antag -13, TRPML3 ag 1.3, m-calpain inh -10, S1P4 agonist 0.4, BaF3 parental 6, PERK inh 0.9 and TRPN1 ag -0.6.
`CC1=CCCC(C)(C)C1/C=C/C(C)=N/NC(=O)c1ccncc1` (stereo not given) gave EP2 mod -16, Ba/F3 V617F tox -1, S1P4 antag -4, TRPML3 ag 0.6, m-calpain inh 0, S1P4 agonist -2.0, BaF3 parental -1, PERK inh 0.7 and TRPN1 ag 1.2.
Screening O=c1oc2ccccc2c(N2CCCCC2)c1CN1CCCC1 returned EP2 mod 2, Ba/F3 V617F tox -4, S1P4 antag -11, TRPML3 ag 0.5, m-calpain inh 22, S1P4 agonist -0.4, BaF3 parental -4, PERK inh -0.7 and TRPN1 ag -0.6.
Screening Cc1noc(C)c1COC(=O)C1CC(O)CN1S(=O)(=O)c1ccc(Cl)cc1 (stereo not given) returned EP2 mod 1, Ba/F3 V617F tox -3, S1P4 antag -27, TRPML3 ag 0.1, m-calpain inh -22, S1P4 agonist 2.7, BaF3 parental 7, PERK inh -0.1 and TRPN1 ag 0.8.
`Cc1cc(NC(=O)CCN2C(=O)C3C4CCC(C4)C3C2=O)c(C)cc1Br` (stereo not given) gave EP2 mod -14, Ba/F3 V617F tox 5, S1P4 antag -4, TRPML3 ag 1.4, m-calpain inh 21, S1P4 agonist -0.1, BaF3 parental 8, PERK inh 0.4 and TRPN1 ag 5.6.
Screening COc1ccc2c(c1OC)C(=O)N(c1cccc(C)c1)C2=O returned EP2 mod 11, Ba/F3 V617F tox 3, S1P4 antag -6, TRPML3 ag -1.0, m-calpain inh -15, S1P4 agonist -2.6, BaF3 parental 3, PERK inh -0.2 and TRPN1 ag -0.2.
Screening CC1Cc2ccccc2N1C(=O)CNc1ccccc1N1CCCCC1 (stereo not given) returned EP2 mod 47, Ba/F3 V617F tox 1, S1P4 antag -16, TRPML3 ag 1.6, m-calpain inh -17, S1P4 agonist 2.4, BaF3 parental 7, PERK inh 1.5 and TRPN1 ag 0.8.
COc1ccc(N2CCN(CC(O)COCc3ccccc3)CC2)cc1 (stereo not given) was read as EP2 mod 15, Ba/F3 V617F tox 3, S1P4 antag -10, TRPML3 ag 1.0, m-calpain inh 18, S1P4 agonist 2.2, BaF3 parental 7, PERK inh -1.1 and TRPN1 ag 0.9.
O=C(NNC(=O)c1ccc(-c2ccccc2)cc1)c1ccccc1 was read as EP2 mod 15, Ba/F3 V617F tox -2, S1P4 antag -6, TRPML3 ag 0.7, m-calpain inh -12, S1P4 agonist 3.0, BaF3 parental 4, PERK inh 0.1 and TRPN1 ag 1.6.
Screening C=CCn1c(Cc2ccc(OC)cc2)nnc1SCc1nc2ccccc2c(=O)[nH]1 returned EP2 mod -7, Ba/F3 V617F tox -2, S1P4 antag -12, TRPML3 ag 0.2, m-calpain inh -34, S1P4 agonist 2.3, BaF3 parental -2, PERK inh -0.5 and TRPN1 ag 0.8.
Screening COCCNC(=O)CN(C(=O)Cn1nnc2ccccc21)c1ccccc1C returned EP2 mod -9&23, Ba/F3 V617F tox -3, S1P4 antag -5, TRPML3 ag 0.8, m-calpain inh -22, S1P4 agonist -1.4, BaF3 parental 3, PERK inh 0.2 and TRPN1 ag 1.7.
`COc1cccc(/C=N/Nc2snc(SC)c2C#N)c1O` gave EP2 mod -15, Ba/F3 V617F tox 5, S1P4 antag 1, TRPML3 ag 10, m-calpain inh -46, S1P4 agonist 1.6, BaF3 parental 11, PERK inh -0.2 and TRPN1 ag 11.
For Cc1c(/C=N/Nc2nc3ccccc3[nH]2)c2ccccc2n1C the results were EP2 mod -101, Ba/F3 V617F tox -1, S1P4 antag 32*, TRPML3 ag -0.3, m-calpain inh -38, S1P4 agonist -2.0, BaF3 parental -1, PERK inh -1.6 and TRPN1 ag 0.7.
Cc1ccc(NC(=O)C2CCCN2C(=O)OC(C)(C)C)cc1C (stereo not given) was read as EP2 mod 12, Ba/F3 V617F tox -2, S1P4 antag -7, TRPML3 ag 0.0, m-calpain inh -11, S1P4 agonist 0.2, BaF3 parental -9, PERK inh 1.4 and TRPN1 ag 0.5.
`COCCCNC(=O)CCc1ccc(S(=O)(=O)Nc2ccc(C)cc2)cc1` gave EP2 mod -4, Ba/F3 V617F tox 5, S1P4 antag 1, TRPML3 ag 0.3, m-calpain inh -9, S1P4 agonist -1.1, BaF3 parental 7, PERK inh 0.0 and TRPN1 ag 0.3.
Screening O=c1c(C(c2nnnn2C2CCCCC2)N2CCCCC2)coc2ccc(Cl)cc12 (stereo not given) returned EP2 mod 21&26, Ba/F3 V617F tox -4, S1P4 antag 11, TRPML3 ag 1.1, m-calpain inh -30, S1P4 agonist 0.2, BaF3 parental 3, PERK inh 0.7 and TRPN1 ag 1.9.
`CCn1nc(C)c(Br)c1C(=O)Sc1ccccc1Cl` gave EP2 mod 68*, Ba/F3 V617F tox -1, S1P4 antag -11, TRPML3 ag -0.1, m-calpain inh -15, S1P4 agonist 1.9, BaF3 parental 2, PERK inh 0.8 and TRPN1 ag 0.8.
Screening Cc1ccc(S(=O)(=O)N2CCCOC2CNC(=O)C(=O)NCc2ccncc2)cc1 (stereo not given) returned EP2 mod 3, Ba/F3 V617F tox 3, S1P4 antag -3, TRPML3 ag 1.1, m-calpain inh 10, S1P4 agonist 0.2, BaF3 parental 9, PERK inh 0.4 and TRPN1 ag 0.5.
For Cc1nc(NC(=O)CN2CCOCC2)sc1-c1ccccc1 the results were EP2 mod 31, Ba/F3 V617F tox -3, S1P4 antag -9, TRPML3 ag 1.1, m-calpain inh 8, S1P4 agonist 0.2, BaF3 parental 5, PERK inh -0.3 and TRPN1 ag -0.1.
For CCCCN1CNC(=S)N(c2ccccc2OCC)C1 the results were EP2 mod 13, Ba/F3 V617F tox -3, S1P4 antag -12, TRPML3 ag 0.7, m-calpain inh -19, S1P4 agonist -0.2, BaF3 parental 0, PERK inh 0.5 and TRPN1 ag 0.5.
For CC1(c2ccc([N+](=O)[O-])cc2)CC(C)(C)N(C(=O)c2ccccc2)c2ccccc21 (stereo not given) the results were EP2 mod -3, Ba/F3 V617F tox -5, S1P4 antag -22, TRPML3 ag 0.1, m-calpain inh 25, S1P4 agonist 0.6, BaF3 parental 0, PERK inh 0.3 and TRPN1 ag -0.2.
Screening COc1ccccc1N1CCN(Cc2ccc(O)c3ncccc23)CC1 returned EP2 mod -11, Ba/F3 V617F tox 42*, S1P4 antag -11, TRPML3 ag 1.1, m-calpain inh -5, S1P4 agonist 0.1, BaF3 parental 37*, PERK inh -0.9 and TRPN1 ag 0.6.
For COC(=O)c1ccc(OCCn2cnc3ccccc3c2=O)cc1 the results were EP2 mod 0, Ba/F3 V617F tox 3, S1P4 antag -22, TRPML3 ag 0.1, m-calpain inh -24, S1P4 agonist -1.2, BaF3 parental 6, PERK inh -0.5 and TRPN1 ag 1.3.
Screening COc1ccc(/C=N/n2c(-c3n[nH]c4c3CCC4)n[nH]c2=S)cc1 returned EP2 mod 14, Ba/F3 V617F tox -1, S1P4 antag -4, TRPML3 ag 0.3, m-calpain inh -10, S1P4 agonist 0.2, BaF3 parental -2, PERK inh 1.0 and TRPN1 ag -2.1.
CC(C)Sc1nnc(Cn2c(=O)sc3ccccc32)n1-c1ccccc1 was read as EP2 mod 8, Ba/F3 V617F tox -2, S1P4 antag -10, TRPML3 ag -0.4, m-calpain inh 8, S1P4 agonist 2.0, BaF3 parental 1, PERK inh -0.3 and TRPN1 ag 0.0.
`CCOc1ccccc1OCCCC(=O)Nc1nc2ccccc2[nH]1` gave EP2 mod -51, Ba/F3 V617F tox -2, S1P4 antag -1, TRPML3 ag 0.4, m-calpain inh -5, S1P4 agonist -0.7, BaF3 parental 4, PERK inh 0.5 and TRPN1 ag 0.4.
Screening CCN(CC)S(=O)(=O)c1cccc(C(=O)N[C@H](C(=O)OCC(=O)Nc2ccccc2)C(C)C)c1 returned EP2 mod -5, Ba/F3 V617F tox 2, S1P4 antag -18, TRPML3 ag -0.8, m-calpain inh 28, S1P4 agonist 1.1, BaF3 parental 10, PERK inh -2.0 and TRPN1 ag 0.8.
`CN1CCN(NC(=O)c2cccc(Br)c2)CC1` gave EP2 mod 16, Ba/F3 V617F tox 3, S1P4 antag -16, TRPML3 ag 0.9, m-calpain inh 11, S1P4 agonist -0.7, BaF3 parental 5, PERK inh 0.6 and TRPN1 ag 0.2.

Source: PubChem BioAssay
